# Screening data from PubChem BioAssay.
# Sm TGR inh = qHTS Assay for the Inhibitors of Schistosoma Mansoni Peroxiredoxins | purified TGR, DTNB reduction, TNB absorbance 405 nm | Potency, µM (titrated, usually from 114 µM), for inactives: at the top dose activity change, negative = inhibition, most hits filed as inhibitors | 360,000 compounds, 3% hits; further: potency means the concentration at half of the fitted maximal effect; nearly all actives have a fitted effect of over 60% in size
#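 Kinetic colorimetric format: TGR-catalysed, NADPH-driven DTNB reduction monitored via TNB absorbance. Enzyme dispensed at 20 nM; compound exposure 15 min at room temperature before reaction start.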
# FBPA Giardia inh = qHTS Assay for Inhibitors of Fructose-1,6-bisphosphate Aldolase from Giardia Lamblia; purified Giardia FBPA; Potency, µM (doses to about 59.6 µM), inactives show at the top dose activity, negative = inhibition, hits mostly inhibitors; 290,000 compounds, 0.71% hits; A8B2U2; AID 2451, 2010; further: potency means the concentration at half of the fitted maximal effect; nearly all actives have a fitted effect of over 55% in size
# Target sequence (A8B2U2 whole entry, looked up): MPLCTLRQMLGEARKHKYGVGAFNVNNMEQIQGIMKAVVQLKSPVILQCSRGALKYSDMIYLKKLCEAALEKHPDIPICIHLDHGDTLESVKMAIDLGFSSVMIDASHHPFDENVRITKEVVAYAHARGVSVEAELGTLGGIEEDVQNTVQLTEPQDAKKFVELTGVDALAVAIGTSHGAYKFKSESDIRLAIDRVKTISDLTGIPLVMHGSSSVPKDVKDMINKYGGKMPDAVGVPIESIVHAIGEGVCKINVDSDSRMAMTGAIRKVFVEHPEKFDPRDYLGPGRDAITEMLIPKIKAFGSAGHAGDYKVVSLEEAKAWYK
#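 40 nM FBPA preincubated 10 min at RT with compound (up to 57.5 uM final), then substrate plus GAPDH/TPI/NAD/arsenate coupling and diaphorase/resazurin added. Fluorescence read after 20 min at RT, 525/598 nm.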
# HCMV inh = qHTS Assay for inhibitors of the human cytomegalovirus (HCMV); HFF cells, HCMV-luciferase reporter, 72 h; active compounds read low; AID 1259415, 2018; 410,000 compounds, 4.5% hits; activity change, negative = inhibition, % at 57.5 µM; in the data active means activity change below about -60%; inconclusive means no clear call, values can overlap the other calls; inactive means above about -39%
#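 Cell-based, HFFs, 1000 cells/well, 16 h 37C; cpds in DMSO + HCMV-luc, MOI 1 PFU/cell; 72 h 37C; OneGlo luminescence after 5 min RT; norm. to buffer vs Salinomycin 10uM.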
# AmpC inh detg = qHTS Inhibitors of AmpC Beta-Lactamase (assay with detergent); AmpC hydrolysis of nitrocefin, absorbance 480 nm, 0.01% Triton; Potency, µM (series often up to 114 µM), without a hit: at the highest dose activity change, negative = inhibition, hits mostly inhibitors; 370,000 compounds, 0.041% hits;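 further: potency means the concentration at half of the fitted maximal effect; 0% = no-compound wells and -100% = no-enzyme wells; nearly all actives have a fitted effect of over 25% in size; some results filed as inactive show a strong effect at the top dose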
# Target sequence (P00811 whole entry, looked up): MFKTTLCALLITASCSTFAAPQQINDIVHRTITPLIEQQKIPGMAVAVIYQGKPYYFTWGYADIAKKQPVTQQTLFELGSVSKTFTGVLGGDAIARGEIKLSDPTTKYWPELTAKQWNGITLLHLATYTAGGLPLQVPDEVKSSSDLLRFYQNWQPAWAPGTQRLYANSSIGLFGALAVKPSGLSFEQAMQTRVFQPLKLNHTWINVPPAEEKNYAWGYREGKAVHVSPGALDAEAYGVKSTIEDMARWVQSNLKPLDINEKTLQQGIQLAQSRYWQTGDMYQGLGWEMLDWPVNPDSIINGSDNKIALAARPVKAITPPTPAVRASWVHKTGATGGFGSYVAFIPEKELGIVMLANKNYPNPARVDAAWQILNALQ
#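 20 mM phosphate pH 7.0 + 0.01% (detergent screen) or 0.0001% Triton X-100; 5.3 nM AmpC reagent; cpd preinc 15 min RT; nitrocefin (800 uM stock) to start; A480 q20 s × 4 min; Activity was normalised to no-enzyme and no-compound control wells.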
# AmpC inh no detg = qHTS Inhibitors of AmpC Beta-Lactamase (assay without detergent). P00811. AmpC nitrocefin hydrolysis, absorbance 480 nm, 0.0001% Triton. Potency, µM (series often up to 57.1 µM), for inactives: top-dose activity change, negative = inhibition, most hits filed as inhibitors. 330,000 compounds, 0.52% hits;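 further: potency means the concentration at half of the fitted maximal effect; plate controls were no compound for no effect and no enzyme for full effect; nearly all actives have a fitted effect of over 20% in size; some results filed as inactive show a strong effect at the top dose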
#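 AmpC (5.3 nM in the dispensed reagent) in 20 mM phosphate pH 7.0 with 0.01% (detergent screen) or 0.0001% Triton X-100 was preincubated with compounds for 15 min at room temperature. Nitrocefin was then added from an 800 uM solution, and hydrolysis was followed at 480 nm.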
# HCV inhibitor = qHTS Assay for Inhibitors of Hepatitis C Virus (HCV) | Huh7.5.1 HCVcc-Cre infection, luciferase reporter, 44 h | Potency, µM (titrated, usually from 41.8 µM), for the others: at the top dose activity change, negative = inhibition, most hits filed as inhibitors | 340,000 compounds, 3.4% hits | AID 651820, 2012; further: potency means the concentration at half of the fitted maximal effect
#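 Luciferase read-out (15 sec integration) after a 15 min room-temperature substrate step quantifies HCVcc-Cre infection. Cells, 1,000 per well, had compound added 4 h post-plating, then virus at ~0.5 moi, and were cultured 44 h.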
# * = called active by the depositor; u = inconclusive; x = not tested or not shown; & = joins results of further samples; ! = repeats disagree; [ ] = dose if it differs, or a comment. Unless noted, the call rests on the fitted dose curve; in most records, active means well fitted curve in the direction sought with a large enough effect; inconclusive means small, poorly fitted or top-dose-only effect, or another doubt; inactive means no such curve, though single readings can be large; an effect the other way counts as inactive or inconclusive. Unless noted, on the % scale 0 is the no-effect control and ±100 the full control effect.
# Keys: A = Sm TGR inh; B = FBPA Giardia inh; C = HCMV inh; D = AmpC inh detg; E = AmpC inh no detg; F = HCV inhibitor
mol: CCC(=O)NC(=S)Nc1ccc(-c2nc3ccc(C)cc3s2)cc1
  A: 1%; B: 3%; C: 41; D: 1%; E: -1%; F: -6%
mol: CCCCc1cc(=O)oc2cc(C)cc(OCC(=O)NC(Cc3ccc(Cl)cc3)C(=O)O)c12 (centres undefined)
  A: 0%; B: 22%; C: 15; D: u; E: -13%; F: -12%
mol: C[C@](N)(Cc1ccc(O)c(O)c1)C(=O)O
  A: 22µM*; B: 18µM*!; C: -19; D: u; E: u; F: 1%[8.37 µM]
mol: Cc1cccc(CC(=O)Nc2ccc(C(=O)N3CCCCC3)cc2)c1
  A: 0%; B: -10%; C: -17; D: -2%; E: 9%; F: x
mol: CC(C)Nc1nc(NC(C)C)nc(N(C)C(N)=O)n1
  A: -24%; B: 0%; C: 51; D: -1%; E: -13%; F: -7%
mol: CCCCS/C(N)=N/N=C/c1cc(C)ccc1O
  A: 6%; B: -6%; C: 62; D: -9%; E: -29%; F: u
mol: CSc1ccccc1NC(=O)c1cnc2n(c1=O)CCS2
  A: 0%; B: 0%; C: 64; D: u; E: -8%; F: -4%
mol: COc1cccc(N2CCN(C(=O)Cn3nc(C)n4c(cc5c(OC)cccc54)c3=O)CC2)c1
  A: 7%; B: x; C: 3; D: -8%; E: x; F: x
mol: Cc1cccc(C)c1Nc1nnc(SCc2cc([N+](=O)[O-])cc3c2OCOC3)s1
  A: -27%; B: -1%; C: -24; D: -13%; E: -33%; F: -5%
mol: CCCCCc1ccc(OCCOCCn2c[n+](C)c3ccccc32)c(CCCCC)c1
  A: -9%; B: 3%; C: x; D: -5%; E: 243%[activator]; F: 10µM*
mol: NS(=O)(=O)c1ccc(NC(=O)c2ccc(S(=O)(=O)N3CCOCC3)o2)cc1
  A: 10%; B: 5%; C: u; D: -8%; E: -20%; F: 4%
mol: O=C1CC(c2ccc(F)cc2)Sc2nc(-c3ccccc3)c(-c3ccccc3)n21 (centres undefined)
  A: -7%; B: 2%; C: u; D: -9%; E: -24%; F: 20%
mol: Cc1cc(C)c(CN2CCN(C(=O)Cn3cnc4c(OCc5ccccc5)ncnc43)CC2)c(C)c1
  A: x; B: x; C: -64*; D: x; E: 73%[activator]; F: 0.56µM*
mol: CC(=O)N1CCc2cc(S(=O)(=O)N3CCCCCC3)ccc21
  A: -3%; B: x; C: -36; D: -11%; E: 1%; F: 0%
mol: COc1ccc(C(CCN2CCCCC2)c2c(OC)cc(OC)c3c(-c4ccccc4)cc(=O)oc23)cc1 (centres undefined)
  A: 5%; B: 0%&0%; C: 2; D: 7%; E: 205%[activator]; F: 2.8µM*
mol: Cc1sc(NC(=O)c2ccc(Br)s2)c(C(N)=O)c1C
  A: 0%; B: 0%; C: 209; D: -4%; E: -50%; F: 11µM*
mol: CC(C)CCNC(=O)C(=O)Nc1ccccc1
  A: 2%; B: 2%; C: 42; D: 4%; E: -22%; F: -1%
mol: CCC(C)(C)NC(=O)C(c1ccc(OC)cc1)N(C(=O)CCC(=O)Nc1cc(C)on1)C1CC1 (centres undefined)
  A: -11%; B: -5%; C: -3; D: -4%; E: 0%; F: -22%
mol: Cc1nn(C(C)C)c(C)c1CN1CCN(Cc2ccsc2)C(CCO)C1 (centres undefined)
  A: -4%; B: 3%; C: -4; D: 2%; E: -21%; F: 7%
mol: Cc1cccc(OCC(=O)NC(C)C(=O)N/N=C/c2c(OCc3ccccc3)ccc3ccccc23)c1 (centres undefined)
  A: 3%; B: -4%; C: -74*; D: -10%; E: -7%; F: 7.9µM*
mol: C=CCN1CCc2c(cc(O)c(O)c2Cl)C(c2ccccc2)C1 (centres undefined)
  A: u; B: -6%&-26%; C: 20; D: -2%; E: -51%; F: u
mol: C[C@H](CO)N1C[C@H](C)[C@@H](CN(C)C)Oc2c(NC(=O)CCCCCC(=O)Nc3ccccc3N)cccc2C1=O
  A: x; B: x; C: -15; D: x; E: 151%[activator]; F: u
mol: COc1cccc(N2CCN(C(=O)c3ccccc3SCC(=O)NCc3ccco3)CC2)c1
  A: -22%; B: x; C: -4; D: -7%; E: 29%; F: u
mol: COc1ccc(-c2cn3c(C)c(C(=O)N4CCN(c5ccc(F)cc5)CC4)sc3n2)cc1
  A: 1%; B: 1%; C: 36; D: 3%; E: -4%; F: -7%
mol: C=CCNC(=O)C1CC(=O)N(c2ccc(OCC(=O)Nc3ccc(C)cc3)cc2)C1 (centres undefined)
  A: -1%; B: -28%; C: -1; D: u; E: -13%; F: 11%

# The closing 3 entries of the part above are carried over, then new ones follow.
# Keys: A = Sm TGR inh; B = FBPA Giardia inh; C = HCMV inh; D = AmpC inh detg; E = AmpC inh no detg; F = HCV inhibitor
mol: COc1cccc(N2CCN(C(=O)c3ccccc3SCC(=O)NCc3ccco3)CC2)c1
  A: -22%; B: x; C: -4; D: -7%; E: 29%; F: u
mol: COc1ccc(-c2cn3c(C)c(C(=O)N4CCN(c5ccc(F)cc5)CC4)sc3n2)cc1
  A: 1%; B: 1%; C: 36; D: 3%; E: -4%; F: -7%
mol: C=CCNC(=O)C1CC(=O)N(c2ccc(OCC(=O)Nc3ccc(C)cc3)cc2)C1 (centres undefined)
  A: -1%; B: -28%; C: -1; D: u; E: -13%; F: 11%
mol: COc1cc(CNC(=O)CCCC/C=C\C(C)C)ccc1O
  A: -3%; B: 6%; C: x; D: -6%; E: -18%; F: x
mol: O=C(CSc1nnc(-c2cc3ccccc3cc2O)n1Cc1ccco1)N1CCc2ccccc2C1
  A: u; B: -4%; C: -3; D: u; E: -33%; F: u
mol: CCc1cc(C(=O)NCc2ccc(F)cc2)no1
  A: -2%; B: x; C: 31; D: -7%; E: x; F: x
mol: Nc1nn(S(=O)(=O)c2ccccc2)cc1-c1ccc([N+](=O)[O-])cc1
  A: 3%; B: -24%; C: -22; D: 1%; E: -42%; F: -6%
mol: CC(=O)c1ccc(OC(NC(=O)Cc2ccccc2)C(Cl)(Cl)Cl)cc1 (centres undefined)
  A: 22µM*; B: 1%; C: 26; D: -8%; E: -21%; F: -1%
mol: CCOc1cc(-c2nc3c(C)cccn3c2NCC2CCCO2)ccc1O (centres undefined)
  A: 4%; B: u; C: -15; D: -5%; E: -7%; F: 15%
mol: CCN(CC)P(=O)(Nc1cccc(C(F)(F)F)c1)c1ccc(N(C)C)cc1NC(=O)c1ccco1 (centres undefined)
  A: -13%; B: -18%; C: u; D: 3%; E: 24%; F: u
mol: Cc1nn(C)c(C(=O)N2CCN(C(=O)c3ccco3)CC2)c1Br
  A: 0%; B: 0%; C: -8; D: 1%; E: -20%; F: 1%
mol: CN1CCN(C(=O)CCN2C(=O)/C(=C/c3ccc(F)cc3)SC2=S)CC1
  A: -16%; B: x; C: -9; D: -1%; E: 33%; F: u
mol: CSc1nnc(NC(=O)CCc2ccccc2)s1
  A: 5%; B: 2%; C: -4; D: u; E: -22%; F: -4%
mol: COc1ccc(C)cc1S(=O)(=O)N(C)CC(=O)N1CCN(c2ccccc2)CC1
  A: x; B: 1%; C: -34; D: 4%; E: 112%[activator]; F: 18%
mol: CN(CC(=O)NCc1ccccc1)Cc1ccc(Cl)cc1
  A: -25%; B: 7%; C: -38; D: 3%; E: 21%; F: -6%
mol: COc1ccc(NC(=O)CN(C)C(=O)CSC(c2ccccc2)c2ccccc2)cc1
  A: 12%; B: x; C: u; D: -2%; E: -1%; F: 13µM*
mol: COc1ccc(N2C(=O)NC(NC(=O)c3ccncc3)(C(F)(F)F)C2=O)cc1 (centres undefined)
  A: -1%; B: 1%; C: 48; D: -5%; E: -9%; F: 8%
mol: O=C(Nc1ccc(Oc2ccc(C(F)(F)F)cn2)c(Cl)c1)C1CC1
  A: -1%; B: -6%; C: -24; D: 2%; E: -11%; F: u
mol: COc1ccc(CCNC(=O)C(=O)NCC2OCCCN2S(=O)(=O)c2cc(C)ccc2C)cc1 (centres undefined)
  A: -20%; B: x; C: -67*; D: 3%; E: 26%; F: u
mol: O=c1nc2n(c3c1oc1ccccc13)Cc1ccccc1-2
  A: 5%; B: 8%; C: x; D: -14%; E: -20%; F: x
mol: CCOC(=O)N1CCN(c2nc3ccc(C)cc3n3cnnc23)CC1
  A: -8%; B: -10%; C: -14; D: 1%; E: -17%; F: 5%
mol: O=C(CNC(=O)c1cccs1)NCC(=O)OCc1ccccc1Cl
  A: 0%; B: 9%; C: -17; D: -1%; E: 1%; F: -3%
mol: CCn1c2ccccc2c2nnc(SCC(=O)NC(CC(C)C)C(=O)OC)nc21 (centres undefined)
  A: u; B: 2%; C: -34; D: -9%; E: 33%; F: -23%
mol: CN(C1CCCCC1)S(=O)(=O)CCNC(=O)c1ccccc1
  A: 3%; B: x; C: -9; D: u; E: -3%; F: -4%[8.37 µM]
mol: CCOC(=O)c1[nH]c2ccccc2c1NC(=O)C(C)(C)C
  A: 10%; B: 0%; C: 61; D: u; E: -10%; F: -19%
mol: O=C(Cc1nc2ccccc2[nH]c1=O)c1ccccc1
  A: 9%; B: -6%; C: 88; D: 0%; E: -15%; F: -23%
mol: O=C(NNS(=O)(=O)c1cccc(Cl)c1Cl)c1cccc(S(=O)(=O)N2CCOCC2)c1
  A: 0%; B: -1%; C: 9; D: -11%; E: -37%; F: 4%
mol: CCS(=O)(=O)N1CCN(c2nc(-c3ccccc3)cs2)CC1
  A: -2%; B: -12%; C: -12; D: -5%; E: 2%; F: u
mol: O=C(CNS(=O)(=O)c1ccccc1)OCC(=O)c1ccc([N+](=O)[O-])cc1
  A: -19%; B: -5%; C: -12; D: u; E: -19%; F: 26%
mol: Cc1ccsc1C(C(=O)NC(C)(C)C)N(C(=O)c1csnn1)c1ccccc1 (centres undefined)
  A: -15%; B: 3%; C: 21; D: 3%; E: 0%; F: 12%
mol: CN(C)c1ccc(C(c2nnnn2C(C)(C)C)N2CCc3ccccc3C2)cc1 (centres undefined)
  A: 11µM*; B: 15%; C: x; D: -1%; E: -5%; F: x
mol: COC(=O)CSc1nnc(-c2ccco2)n1-c1ccc(C)cc1
  A: 0%; B: 3%; C: -25; D: -13%; E: 3%; F: 8%
mol: CCOc1cc2sc(N3CCC(C(=O)Nc4ccccc4Cl)CC3)nc2cc1Br
  A: 6%; B: x; C: -12; D: -10%; E: x; F: x
mol: CSc1ccc(S(=O)(=O)NC2CCCCCC2)cc1
  A: 3%; B: 11%; C: u; D: 5%; E: -5%; F: -1%
mol: O=C(NCc1ccccc1Br)c1ccc2c(c1)nc1n2CCOC1
  A: 0%; B: x; C: 23; D: -3%; E: x; F: x
mol: CCCCc1nn(-c2cc(Cl)ccc2OC)c2c1C(=O)CCC2
  A: -1%; B: 0%; C: 2; D: -4%; E: 91%[activator]; F: u
mol: Nc1nnnn1/N=C/c1ccco1
  A: -6%; B: -12%; C: 1; D: 11%; E: -15%; F: -4%
mol: Cc1ccc(C)c(S(=O)(=O)NNC(=O)c2sc(NS(=O)(=O)c3ccccc3)nc2C)c1
  A: 2%; B: u; C: 29; D: u; E: -28%; F: 13%
